High-throughput results from PubChem BioAssay.
PTHR1 agonist: PTHR1 (human) receptor agonism | HEK293 GP2 PTHR1 cells, GloSensor cAMP luminescence, 1 h | Potency, µM (doses to about 115 µM), for inactives: top-dose activation, actives largely listed as activators | 410,000 tested, 0.075% active | AID 743266; also: potency is read from the fitted curve at half-maximal effect; nearly all actives have a fitted effect of over 55% in size; some results filed as inactive show a strong effect at the top dose; inactives centre near -15; many of its hits are not listed in these tables
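HEK-293-derived GP2 cells expressing PTHR1 and a GloSensor cAMP reporter, 3,000/well, plated overnight, given luciferin plus IBMX (each 0.5 mM as added) for 1 h at 37 °C, then compound for 1 h at 37 °C. Luminescence was read after 15 min at room temperature.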
DRD3 agonist: D3 dopamine receptor (human) agonism; D3R DiscoveRx beta-arrestin cells, luminescence, 90 min; max activation, %; 410,000 tested, 0.58% active; AID 652048; in the data active = max activation above about 30%; also: 0% is about no effect; mostly tested at two doses, the higher about 12 µM
Target sequence (P35462 whole entry, looked up): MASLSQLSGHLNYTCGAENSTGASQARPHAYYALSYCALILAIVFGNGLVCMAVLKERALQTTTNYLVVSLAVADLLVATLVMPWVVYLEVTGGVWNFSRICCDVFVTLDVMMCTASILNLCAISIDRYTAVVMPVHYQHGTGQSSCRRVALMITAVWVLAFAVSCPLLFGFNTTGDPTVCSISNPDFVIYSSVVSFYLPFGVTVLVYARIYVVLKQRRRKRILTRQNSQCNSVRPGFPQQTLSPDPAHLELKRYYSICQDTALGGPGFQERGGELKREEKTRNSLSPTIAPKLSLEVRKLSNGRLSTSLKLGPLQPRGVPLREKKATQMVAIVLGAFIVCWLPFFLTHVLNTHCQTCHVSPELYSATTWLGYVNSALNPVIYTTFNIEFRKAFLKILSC
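Agonist mode: compounds and dopamine controls were applied to plated cells for 90 min at 37 degrees C after an overnight attachment at 1500 cells/well. Luminescent read-out followed 30 - 60 minutes at room temperature with DiscoveRx detection reagent.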
KB-V1 cytotox: kills drug-selected multidrug resistant KB-V1 cells; KB-V1 MDR cells viability, CellTiter-Glo, 72 h; Potency, µM (titrated, usually from 46.1 µM), for the others: at the highest dose activity change, negative = cytotoxicity, actives largely listed as cytotoxic; 400,000 tested, 3.4% active; also: potency is read from the fitted curve at half-maximal effect; % is scaled to controls: 0 for no effect and ±100 for the full control effect; nearly all actives have a fitted effect of over 60% in size
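Following 72 h at 37 degrees C with compound, KB-V1 cell viability was read by CellTiter-Glo luminescence, medium being phenol-red-free DMEM plus 10% FBS; concentration-response parameters came from normalized, curve-fitted qHTS data.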
GLP-1R inv ag: acts as inverse agonist at human GLP-1 receptor | P43220 | HEK293 GLP-1R CRE-luciferase, luminescence, 24 h; GLP-1R form is constitutively active | Potency, µM (top dose mostly 38.3 µM), for the others: top-dose activity change, negative = inhibition, usual class: inhibitors | 410,000 tested, 1.6% active; also: potency is read from the fitted curve at half-maximal effect; % is scaled to controls: 0 for no effect and ±100 for the full control effect; nearly all actives have a fitted effect of over 55% in size
Target sequence (P43220 whole entry, looked up): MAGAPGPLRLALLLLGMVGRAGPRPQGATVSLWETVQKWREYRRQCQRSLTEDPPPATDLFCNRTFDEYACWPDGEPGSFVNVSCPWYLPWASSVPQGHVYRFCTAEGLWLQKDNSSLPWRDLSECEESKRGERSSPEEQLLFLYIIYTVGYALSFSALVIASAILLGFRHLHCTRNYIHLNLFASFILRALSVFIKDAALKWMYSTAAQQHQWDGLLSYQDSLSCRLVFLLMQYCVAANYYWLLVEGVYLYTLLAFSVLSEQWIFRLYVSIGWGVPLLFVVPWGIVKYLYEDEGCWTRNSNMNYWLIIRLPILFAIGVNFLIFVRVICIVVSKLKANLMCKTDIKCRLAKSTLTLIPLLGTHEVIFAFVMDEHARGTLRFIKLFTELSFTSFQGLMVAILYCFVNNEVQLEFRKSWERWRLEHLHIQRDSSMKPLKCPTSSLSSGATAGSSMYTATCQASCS
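qHTS in 1536-well format: reporter HEK293 cells expressing constitutive GLP-1R activity in DMEM + 10% Nu serum, 24 hr with compounds at 37 deg C, luminescence read after 12 min with detection reagent.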
HEK293 tox: cytotoxicity counter-screen for GLP-1 receptor inverse agonists; HEK293 cAMP-luciferase reporter cells, luminescence, 24 h; Potency, µM (highest dose often 38.3 µM), for inactives: top-dose activity change, negative = inhibition, most hits filed as inhibitors; 410,000 tested, 0.13% active; AID 624418;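 also: loss of luciferase light is scored as toxicity; potency is read from the fitted curve at half-maximal effect; % is scaled to controls: 0 for no effect and ±100 for the full control effect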
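Luminescence readout: signal drop marks cytotoxicity. Plated cells grew 12 h at 37 °C, 5% CO2, received 23 nL compound for 24 h, then got luciferase reagent, read after 12 min at RT.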
TDP43 rescue: inhibitors of TDP-43 toxicity in yeast | TDP-43 expressing yeast growth rescue, BacTiter-Glo, 24 h | Potency, µM (series often up to 46.1 µM), for inactives: top-dose growth rescue (activation), hits mostly activators | 410,000 tested, 1.8% active | AID 652104; also: potency is read from the fitted curve at half-maximal effect; % of control where 0% means no effect; nearly all actives have a fitted effect of over 50% in size
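Galactose-induced TDP-43 yeast, OD600=0.02, compound pinned; 24 hr, 30 deg C; BacTiter-Glo luminescence for growth. Inhibitors of TDP-43 toxicity read as activators.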
GLP-1R agonist: agonists of human GLP-1 receptor; 380,000 tested, 0.007% active; P43220; HEK293 GLP-1R CRE-luciferase, luminescence, 4-6 h; cells express a hypersensitive GLP-1R form; Potency, µM (top dose mostly 45.6 µM), for inactives: at the top dose activation, hits mostly activators; also: potency is read from the fitted curve at half-maximal effect; % of control where 0% means no effect
D3 antag: D3 dopamine receptor (human) antagonism. D3R cells, DiscoveRx beta-arrestin luminescence, antagonist mode; hits give low values. max response, negative = inhibition, %. AID 652054. P35462. 360,000 tested, 2.5% active; in the data active = max response below about -50%; inconclusive = no clear call, values can overlap the other calls; also: % is scaled to controls: 0 for no effect and ±100 for the full control effect; mostly tested at two doses, the higher about 12 µM
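Cells plated overnight at 1500 cells/well, then exposed to library compounds with dopamine controls for 90 minutes at 37 degrees C. DiscoveRx reagent added for 30–60 minutes at room temperature; luminescence read, quantitative HTS format.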
aSyn yeast inh: inhibitors of alpha-synuclein toxicity in yeast. Yeast expressing alpha-synuclein, growth rescue, BacTiter-Glo, 24 h. Potency, µM (top dose mostly 46.1 µM), for inactives: at the highest dose growth rescue (activation), usual class: activators. 370,000 tested, 0.14% active; also: potency is read from the fitted curve at half-maximal effect; % of control where 0% means no effect; nearly all actives have a fitted effect of over 65% in size
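Rescue of yeast growth: cells expressing toxic alpha-synuclein, induced in galactose at OD600 0.02, incubated with compound 24 h at 30 C. ATP luminescence quantified growth; inhibitors of toxicity appear as activators.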
* marks the source's active call; other numbers are inactive results; i = inactive; ? = inconclusive; . = no result given; & = joins results of further samples; [ ] = remark or other dose. Unless noted, calls follow the shape of the dose curve; as a rule, active = well fitted curve in the direction sought with a large enough effect; inconclusive = small, poorly fitted or top-dose-only effect, or another doubt; inactive = no such curve, though single readings can be large; an effect the other way counts as inactive or inconclusive. Only part of the results is shown. The share of hits here may be higher or lower than overall.

SMILES	PTHR1 agonist	DRD3 agonist	KB-V1 cytotox	GLP-1R inv ag	HEK293 tox	TDP43 rescue	GLP-1R agonist	D3 antag	aSyn yeast inh
O=C(NCCc1ccccc1)C1CCCN1S(=O)(=O)c1cccc2nsnc12 (stereo not given)	-20%	-5	?	2%	2%	11%	-3%	4	10%
c1ccc2c(c1)oc1c(Nc3ccc4c(c3)OCO4)ncnc12	i	-4	0%	3%	4%	16%	4%	-27	-9%
CCc1nc2c(OCC(=O)N3CCOCC3)cccn2c1N(C)C(=O)COc1ccccc1	-24%	2	4%	-2%	-6%	18%	-3%	-53*	1%
CCc1ccccc1NC(=O)C1CCCN1S(=O)(=O)c1ccc(-c2ccc(=O)[nH]n2)s1 (stereo not given)	i	-7	-26%	4%	-2%	13%	-1%	-26	-3%
COc1cc(-c2nc3c4ccccc4nc(=S)n3[nH]2)cc(OC)c1OC	i	8	?	5%	-25%	5%	1%	11	-6%
Cc1cc(CSc2ccccc2)ccc1NC(=O)COc1ccccc1	-15%	-1	-10%	?	-25%	10%	0%	-6	2%
COc1cccc(N2CCN(c3nc4ccc(C(=O)c5ccccc5)cc4n4c(C)nnc34)CC2)c1	i	8	19%	1%	5%	16%	.	.	.
Cc1oc(-c2ccccc2F)nc1CS(=O)(=O)CC(=O)NCCN(C)C1CCCCC1	-9%	-10	9%	?	?	-14%	3%	-16	-1%
O=C1/C(=C/c2ccc(F)cc2)SC(=S)N1NS(=O)(=O)c1ccccc1	-17%	1	0%	?	3%	-34%[inhibitor]	0%	17	13%
Cc1cc(CNC(=S)Nc2ccc(S(=O)(=O)Nc3ncccn3)cc2)nn1C	i	-1	7%	2%	-5%	13%	0%	-8	0%
CC(=O)c1ccc(C(C)(C)c2ccc(C(C)=O)s2)s1	-20%	-2	0%	-37%	-3%	11%	4%	4	1%
CC(C)n1nc(C(=O)NNC(=O)c2ccc(OC(F)F)cc2)c2ccccc2c1=O	i	0	-12%	-15%	5%	20%	0%	12	11%
COc1ccc(C(=O)O/N=C(\N)Cc2ccc([N+](=O)[O-])cc2)c(OC)c1	i	11	?	45%[activator]	?	?	18%	8	-1%
COc1cccc(CNCCOCCO)c1OC	i	1	8%	4%	1%	-12%	-9%	3	-2%
Cc1ccccc1N1CCN(Cc2nc(Cc3ccccc3)no2)CC1	i	-7	?	0%[7.66 µM]	-2%[7.66 µM]	25%	0%	3	-3%
O=C(NN1C(=O)/C(=C/c2ccc(O)cc2)SC1=S)c1cccc(O)c1	-44%	-1	7%	1%	?	-10%	-6%	-7	-8%
CCOc1ccc(N(CC)S(=O)(=O)N2CCCC(C(=O)NCCc3ccccc3OC)C2)cc1 (stereo not given)	-29%	-12	0%	?	-5%	16%	.	.	.
O=C(NNC(=O)c1cc2ccccc2oc1=O)c1ccccc1	-6%	11	?	14%	-12%	-4%	12%	2	-4%
CCc1ccc(N2CCN(C(=O)N3CCOCC3)CC2)cc1	i	11	2%	51%[activator]	2%	?	6%	8	-3%
CC(=O)Nc1ccc(SCC(=O)c2cc(C)n(C)c2C)cc1	-14%[57.5 µM]	-2	4%	23%	-8%	-1%	3%	9	-1%

By substructure, those above containing an aryl thioether with sulfur outside any ring
SMILES	PTHR1 agonist	DRD3 agonist	KB-V1 cytotox	GLP-1R inv ag	HEK293 tox	TDP43 rescue	GLP-1R agonist	D3 antag	aSyn yeast inh
Cc1cc(CSc2ccccc2)ccc1NC(=O)COc1ccccc1	-15%	-1	-10%	?	-25%	10%	0%	-6	2%
CC(=O)Nc1ccc(SCC(=O)c2cc(C)n(C)c2C)cc1	-14%[57.5 µM]	-2	4%	23%	-8%	-1%	3%	9	-1%

New compounds follow.
SMILES	PTHR1 agonist	DRD3 agonist	KB-V1 cytotox	GLP-1R inv ag	HEK293 tox	TDP43 rescue	GLP-1R agonist	D3 antag	aSyn yeast inh
O=C(CCC(=O)c1ccccc1)NCCOc1ccccc1	-10%	-7	0%	10%	-3%	20%	10%	5	8%
CN(CC(=O)Nc1ccccc1Cl)C(=O)COC(=O)Cc1c(F)cccc1Cl	-15%	-1	10%	-20%	7%	-4%	-1%	-5	-2%
C[C@@H]1CCCCO[C@@H](CN(C)C(=O)c2ccncc2)[C@@H](C)CN([C@H](C)CO)C(=O)c2cc(NC(=O)Cc3ccccc3)ccc2O1	i	-3	14%	30%	6%	17%	4%	0	-2%
Cc1ccc(S(=O)(=O)Nc2nc(C)c(C(=O)NN)s2)cc1	-21%	4	-14%	30%[activator]	3%	0%	0%	2	-3%
O=C(Cc1ccc(NC2=NC3CS(=O)(=O)CC3S2)cc1)Nc1ccc(F)cc1 (stereo not given)	i	-5	3%	8%	2%	-1%	1%	-4	1%
CCN1CCCc2cc(CN(CCN3CCOCC3)C(=S)Nc3ccc(OC)c(Cl)c3)ccc21	i	-6	-10%	10%	5%	12%	7%	-11	2%
Cc1cc(C(=O)CCl)c(C)n1-c1cccc(S(=O)(=O)N2CCOCC2)c1	-17%	1	16µM*	?	?	28%	0%	6	-18%
CCCC(=O)Nc1ccc(C(=O)NCc2ccccn2)cc1	i	12	12%	-18%	0%	-7%[9.22 µM]	7%	12	4%
CN(C)S(=O)(=O)c1cc(NC(=O)COC(=O)Cc2ccc(Cl)cc2Cl)ccc1Cl	i	4	21%	0%	-3%	21%	-8%	25	-1%
O=C(CN1C(=O)NC2(CCc3ccccc32)C1=O)NCc1cccc(C(F)(F)F)c1 (stereo not given)	i	5	1%	?	-7%	-3%	3%	2	0%
C/C(Cc1nnn(-c2cc(C)on2)n1)=N\O	i	4	-18%	12%	10%	-12%	20%	4	0%
Cc1ccccc1C(=O)NC1CC2CCCC(C1)N2CC(C)C (stereo not given)	i	-2	-3%	-6%	7%	5%	-1%	-5	-1%
CCN(Cc1ccccc1)C(=O)CN(c1ccc(OC)cc1)S(=O)(=O)c1c(C)nn(C)c1C	i	7	-30%	-7%	-9%	24%	0%	.	.
O=C(CSc1ccccn1)N/N=C/c1ccccc1[N+](=O)[O-]	-6%	1	?	14%	-10%	25%	7%	2	0%
N#CC(=C(O)COC(=O)CCCNC(=O)c1ccc(Cl)cc1)c1nc2ccccc2[nH]1	-54%[inhibitor]	-2	1%	?	?	-6%	15%	2	-6%
CC(=O)c1cccc(CN2CCC(n3nccc3NC(=O)c3ccc4c(c3)OCO4)CC2)c1	-27%	-6	16%	-3%	-1%	7%	-6%	5	1%
Cc1ccc(O)c(NC(=S)NC(=O)CC(C)C)c1	-3%	-4	-31%	?	-2%	17%	6%	-2	0%
Cn1c(N/N=C/c2ccccc2)nc2sc3c(c2c1=O)CCC3	i	-7	-1%	-26%	?	7%	17%	-7	-5%
COc1ccc(S(=O)(=O)NCC(=O)NCc2cc(=O)n(C)c(=O)n2C)cc1	-16%	14	-1%	10%	2%	3%	3%	-2	0%
O=C(CSc1nc(-c2ccccc2)[nH]c1-c1ccccc1)Nc1ccc2c(c1)OCCO2	-91%[inhibitor]	9	-23%	?	-20%	17%	.	.	.

Rewritten bar-delimited: entries from further up
SMILES | PTHR1 agonist | DRD3 agonist | KB-V1 cytotox | GLP-1R inv ag | HEK293 tox | TDP43 rescue | GLP-1R agonist | D3 antag | aSyn yeast inh
N#CC(=C(O)COC(=O)CCCNC(=O)c1ccc(Cl)cc1)c1nc2ccccc2[nH]1 | -54%[inhibitor] | -2 | 1% | ? | ? | -6% | 15% | 2 | -6%
O=C(CN1C(=O)NC2(CCc3ccccc32)C1=O)NCc1cccc(C(F)(F)F)c1 (stereo not given) | i | 5 | 1% | ? | -7% | -3% | 3% | 2 | 0%
CN(CC(=O)Nc1ccccc1Cl)C(=O)COC(=O)Cc1c(F)cccc1Cl | -15% | -1 | 10% | -20% | 7% | -4% | -1% | -5 | -2%

Additional compounds follow.
SMILES	PTHR1 agonist	DRD3 agonist	KB-V1 cytotox	GLP-1R inv ag	HEK293 tox	TDP43 rescue	GLP-1R agonist	D3 antag	aSyn yeast inh
Cc1ccc(-c2ccc(=O)n(CC(=O)NCCCN3CCCCC3)n2)cc1	i	-5	1%	-9%	0%	-1%	0%	2	-2%
CCCn1c(N)c(N(CCOC)C(=O)c2ccc(-c3ccccc3)cc2)c(=O)[nH]c1=O	-6%	2	10%	1%	2%	5%	8%	-7	-6%
Cc1cccc(NC(=O)Cc2ccc(-c3ccccc3)cc2)n1	i	8	-4%	?	9%	11µM*	2%	15	-7%
Cn1c(SCC(=O)N2CCc3ccccc3C2)nnc1-c1ccncc1	i	3	4%	-2%	-12%	10%	1%	17	3%
CCOC(=O)C1NN=C(C(=O)c2ccc(C)cc2)C1c1ccc(C)cc1 (stereo not given)	i	-13	1%	0%	22%	18%	6%	-28	5%
O=C(O)c1c2c(nc3ccc(S(=O)(=O)N4CCC(C(=O)NCc5ccc(Cl)cc5)CC4)cc13)CCCC2	-10%	-18&0	-17%	1%&4%	-8%&-7%	-11%&7%	-4%	3	3%
Cc1ccc(S(=O)(=O)c2nnn(CC(=O)Nc3ccccc3C)c2N)cc1	-49%[inhibitor]	-3	?	-13%	1%	3%	-2%	.	.
CCCCNC(=O)C1CCN(Cc2nc(-c3ccc(OC)c(OC)c3)oc2C)CC1	-19%	7	7%	13%	-6%	13%	.	.	.
COc1ccc(CCNC(=O)CC2Oc3ccc(Cl)cc3NC2=O)cc1OC (stereo not given)	-4%	3	?	8%	1%	16%	8%	-6	-9%

Grouped by structure: those above with a nitro group on carbon.
SMILES	PTHR1 agonist	DRD3 agonist	KB-V1 cytotox	GLP-1R inv ag	HEK293 tox	TDP43 rescue	GLP-1R agonist	D3 antag	aSyn yeast inh
COc1ccc(C(=O)O/N=C(\N)Cc2ccc([N+](=O)[O-])cc2)c(OC)c1	i	11	?	45%[activator]	?	?	18%	8	-1%
O=C(CSc1ccccn1)N/N=C/c1ccccc1[N+](=O)[O-]	-6%	1	?	14%	-10%	25%	7%	2	0%
